Compound activity as filed in PubChem BioAssay.
Rtt109 Vps75: C. albicans Rtt109 histone acetyltransferase inhibition; Q5AAJ8; inhibition, % at 34.9 µM; AID 540336; purified Rtt109/Vps75, ThioGlo CoA-SH fluorescence, 4 h; 0.16% of 330,000 active;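 active = inhibition of at least 50% in every replicate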
Target sequence (Q5AAJ8 whole entry, looked up): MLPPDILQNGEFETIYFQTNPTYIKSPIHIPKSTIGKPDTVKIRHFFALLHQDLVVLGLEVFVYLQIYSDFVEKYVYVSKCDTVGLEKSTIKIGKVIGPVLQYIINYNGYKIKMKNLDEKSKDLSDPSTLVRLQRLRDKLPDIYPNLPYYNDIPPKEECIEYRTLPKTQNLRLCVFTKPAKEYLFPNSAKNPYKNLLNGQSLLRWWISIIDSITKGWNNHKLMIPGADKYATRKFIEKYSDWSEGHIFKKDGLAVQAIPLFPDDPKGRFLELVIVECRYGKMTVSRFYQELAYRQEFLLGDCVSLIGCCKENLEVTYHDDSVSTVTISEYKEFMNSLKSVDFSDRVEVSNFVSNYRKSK
CAL PDZ FP-1: CAL PDZ (human) peptide binding inhibition | purified CAL PDZ, TMR-peptide fluorescence polarization, 1 h | inhibition, % at 24.9 µM | 0.92% of 300,000 active | AID 602252;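 active = mean inhibition of at least 30% with at least half of replicates also reaching 30%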;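 also: 0% = DMSO neutral control and 100% = excess unlabeled competitor peptide PRC23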
C-LANA FP: blocks KSHV LANA C-terminal domain binding to DNA. AID 504423. inhibition, % at 9 µM. 0.078% of 340,000 active. MBP-C-LANA/FAM-LBS DNA binding, fluorescence polarization;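 active = highest replicate inhibition at or above 60% at 9 µM, even if other replicates fall short; inactive = all replicates below 60% inhibition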;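 also: 0% = neutral control wells and 100% = 4 µM acridine orange control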
Keap1 Nrf2 FP: inhibitors of human Keap1-Nrf2 protein-protein interaction. Q14145. 0.15% of 340,000 active. Keap1 Kelch-Nrf2 peptide fluorescence polarization, 1536-well. inhibition, % at 9.4 µM; in the data active = inhibition above about 12%;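 also: human Keap1 Kelch domain with fluorescein labeled Nrf2 9mer peptide probe; 0% = neutral control wells and 100% = peptide positive control; higher means more block of Keap1 binding to Nrf2 peptide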
Target sequence (Q14145 whole entry, looked up, the tested form may be a part): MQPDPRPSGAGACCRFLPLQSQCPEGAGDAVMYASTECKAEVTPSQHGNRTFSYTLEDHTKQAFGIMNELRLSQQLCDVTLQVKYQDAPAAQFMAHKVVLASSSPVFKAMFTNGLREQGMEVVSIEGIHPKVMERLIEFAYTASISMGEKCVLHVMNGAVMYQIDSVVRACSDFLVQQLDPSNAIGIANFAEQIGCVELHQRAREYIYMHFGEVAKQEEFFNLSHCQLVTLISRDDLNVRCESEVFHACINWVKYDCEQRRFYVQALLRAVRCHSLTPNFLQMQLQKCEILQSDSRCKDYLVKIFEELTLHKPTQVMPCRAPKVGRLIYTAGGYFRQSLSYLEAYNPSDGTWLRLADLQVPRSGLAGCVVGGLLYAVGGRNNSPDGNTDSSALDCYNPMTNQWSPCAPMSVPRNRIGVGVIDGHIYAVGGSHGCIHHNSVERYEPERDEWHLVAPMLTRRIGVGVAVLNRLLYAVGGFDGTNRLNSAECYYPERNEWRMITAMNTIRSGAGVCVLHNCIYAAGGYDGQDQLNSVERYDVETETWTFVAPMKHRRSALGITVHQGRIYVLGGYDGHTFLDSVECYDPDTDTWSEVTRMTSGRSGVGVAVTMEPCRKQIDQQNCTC
RTF Ca sens inh: cardiac RTF calcium desensitization | IANBD-labeled cardiac RTF, Ca2+ fluorescence | AID 493244 | 0.12% of 340,000 active | inhibition, % at 7.15 µM | P19429+P45379;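 active = inhibition above the mean inhibition of all tested compounds plus 3 SD, cut at about 17% in these data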;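 also: assay run at fixed EC70 calcium of 1.6 mM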
SR-BI uptake up: SR-BI HDL lipid transfer activation. CHO ldlA[mSR-BI] cells, DiI-HDL uptake fluorescence, 3 h; 100 = double the neutral-control signal. activation, % at 12.5 µM. 0.096% of 320,000 active;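 active = mean replicate activation of at least 60% and every replicate at or above 60%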;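 also: 0% = median plate neutral-control signal and 100% = twice that signal; values of inactives mirror those of a sister screen read the other way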
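system = CHO ldlA[mSR-BI] cells, LDL receptor-null, SR-BI overexpressing | medium = Ham's F12 with 0.5% BSA, HEPES 25 mM, pH 7.4 | probe or stimulus = DiI-HDL 10 µg/mL | compound dosing = single-point compound dose | incubation = compound exposure 3 h, 37 °C | technique = DiI fluorescence, bottom read | read-out = cell-associated DiI fluorescence as measure of HDL uptake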
DAGLB inhibitor: blocks human DAGLB lipase activity; Q8NCG7; HEK293T DAGLB membrane lysate, EnzChek fluorogenic substrate; inhibition, % at 5.17 µM; 0.059% of 340,000 active; AID 504411; in the data active = inhibition above about 34%;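 also: 0% = enzyme with vehicle and 100% = wells lacking enzyme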
CAL PDZ FP-2: inhibitors of human CAL PDZ peptide binding | Q9HD26 | purified CAL PDZ, TMR-peptide fluorescence polarization, 1 h | inhibition, % at 20 µM | 0.02% of 330,000 active | AID 504414;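 active = highest replicate inhibition of at least 40%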;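 also: plate controls were DMSO neutral control wells for no effect and unlabeled competitor peptide control wells for full effect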
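material = purified tagged CAL PDZ domain construct (CerCALP) | buffer or medium = sodium phosphate/NaCl buffer pH 7.4 with TCEP, IgG, Thesit | reagent = TMR-labelled reporter peptide T*-PRC34 bound in PDZ groove | incubation = 1 h room-temperature incubation prior to read | measured by = fluorescence polarization (mP) | evaluation = percent inhibition from loss of millipolarization | control set = unlabelled peptide and DMSO controls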
PKA-R2B act: PKA-R2B complex activation | PKA-R2B holoenzyme dissociation, Cy5-IP20 fluorescence polarization; R2B truncated from residue 108, S112A mutant; 0% DMSO only, 100% 113 µM cGMP | 0.079% of 340,000 active | AID 504700 | activation, % at 11.4 µM | P22694+P31323;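 active = activation above a cutoff set at the mean over all compounds plus 3 SD, cut at about 18% in these data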;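 also: higher means more holoenzyme dissociation and a rise in polarization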
RTF Ca sens act: increases calcium sensitivity of human cardiac regulated thin filaments. P19429+P45379. 0.24% of 340,000 active. activation, % at 7.2 µM. AID 493008. IANBD-labeled TnC RTF fluorescence at EC20 calcium; 0% EC20 calcium, 100% full calcium;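 active = activation above the mean over all tested compounds plus 3 SD, cut at about 30% in these data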;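 also: rise in fluorescence read as greater calcium sensitivity of cardiac thin filaments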
An asterisk follows results filed as active; / = not tested or not shown. The order is random, and some 1.6% of all compounds hit somewhere here.

SMILES	Rtt109 Vps75	CAL PDZ FP-1	C-LANA FP	Keap1 Nrf2 FP	RTF Ca sens inh	SR-BI uptake up	DAGLB inhibitor	CAL PDZ FP-2	PKA-R2B act	RTF Ca sens act
CC(Cl)C(=O)Nc1ccccc1C#N (stereo not drawn)	-7.3	-1.4	0.4	-5.0	-2.4	15.8	-0.5	0.2	-11.8	3.7
CCC1(c2ccccc2)NC(=O)N(Cc2cccc([N+](=O)[O-])c2)C1=O (stereo not drawn)	2.6	/	1.1	-3.2	-14.6	-9.3	-2.2	-2.2	0.8	3.1
Cc1cnc(C(=O)Nc2ccc(N3CCCCC3)cc2)cn1	2.6	/	-0.8	-3.4	-10.3	-3.4	0.2	0.5	-4.7	4.7
C=CCN1C(=O)C(CC(=O)Nc2ccccc2F)S/C1=N\c1nccs1 (stereo not drawn)	-0.9	-3.1	-1.6	-0.9	8.1	-84.5	-1.4	0.0	-14.5	-0.8
COc1ccc(N2CC(C(=O)Nc3nnc(Cc4ccccc4)s3)CC2=O)cc1 (stereo not drawn)	0.2	2.2	-2.5	0.0	7.9	-0.3	0.3	-3.2	-5.4	-2.2
CCC(C)[C@H]1CN=C(N)N1CCCc1cc(OC)c(OC)c(OC)c1 (stereo partly drawn)	-0.5	-1.9	-1.4	-0.9	7.0	4.5	-3.2	-0.8	6.4	1.6
C/C(=N\NC(=O)c1ccc(-c2ccccc2)cc1)C1C(=O)c2ccccc2C1=O	-5.5	-3.4	0.6	-6.5	-4.0	-61.2	24.5	-1.2	-2.2	2.7
Cc1ccc(Nc2c(-c3cccnc3)nc3ccc(Br)cn23)cc1	2.4	4.1	0.5	3.1	4.4	/	1.4	0.4	3.5	-1.5
c1ccc(Cn2c(NCc3ccco3)nc3ccccc32)cc1	-2.4	3.7	-0.1	-1.3	-8.9	-2.4	1.2	0.4	10.0	4.6
CCOc1ccccc1N1CCN(S(=O)(=O)c2cccs2)CC1	10.5	0.5	-0.1	-3.2	0.6	-1.2	-1.1	-1.9	-3.8	5.8
Cc1nc(CS(=O)(=O)c2ccccn2)sc1C(=O)NNC(=O)c1c(F)cccc1Cl	26.8	/	-0.6	4.6	/	1.1	/	-0.5	/	/
CS(=O)(=O)c1nc(S(=O)(=O)c2ccc(Cl)cc2)c(N2CCCCCC2)s1	-14.0	/	-0.7	-3.2	-1.0	-7.4	-3.6	-0.2	-5.6	-0.2
COc1ccc(OC)c(C(O)c2nc3ccccc3n2C(C)C)c1 (stereo not drawn)	12.2	-0.8	-0.5	3.3	-10.4	-5.3	-5.1	-2.9	1.8	-4.9
C=CCc1ccccc1OCC(=O)OCCNC(=O)c1cccnc1	-1.3	2.5	-0.4	-10.2	-2.2	18.5	-1.2	0.6	-0.5	5.6
CCc1ccc(N(C(=O)CNC(=O)c2ccco2)C(C(=O)NCC2CCCO2)c2ccccc2)cc1 (stereo not drawn)	-6.0	-0.2	-0.7	-0.4	5.1	-3.6	-2.3	-0.6	1.1	-0.2
Cc1cc(O)c(C(C)C)cc1N=Cc1ccccc1[N+](=O)[O-]	1.9	-3.7	1.7	0.3	2.6	9.8	2.4	0.4	-2.1	-3.5
Clc1ccccc1-c1nn2c(-c3ccncc3)nnc2s1	-1.4	-3.0	1.2	0.3	-8.5	6.5	0.1	-3.4	13.4	6.5
O=c1cc(N2CCC3(CC2)OCCO3)[nH]c(=O)n1C1CCCCC1	-11.6	2.2	1.0	0.0	-5.2	1.5	-5.2	-0.6	-12.8	-5.7
CCN1CCN(CC(=O)c2c(C)n(C)c3ccc(OC)cc23)CC1	2.9	1.0	-0.6	-7.9	-6.9	-4.8	-3.6	-1.6	-4.5	8.3
Cc1cccc(/C=N/NC(=O)c2ccc(NC(=O)c3cccc(Cl)c3)cc2)n1	-0.2	2.7	-0.5	0.4	4.3	/	-0.5	-0.9	3.8	-1.2
CC(C)OC(=O)CC(=O)CSc1nc2c(cc1C#N)CCCCCC2	/	1.2	-0.8	-0.9	0.8	-10.0	-1.5	-2.1	-7.0	0.8
COC(=O)CC(c1ccc(OC)c(OC)c1)c1ccc(OC)c(OC)c1	-8.9	-1.9	-3.3	-4.5	-2.4	20.5	-3.8	0.0	-4.6	1.4
Cc1nnc(NC(=O)CSCc2ccccc2)s1	-7.1	-3.3	-0.2	0.2	-8.4	14.6	1.2	0.5	-1.0	-0.3
O=C(NCc1ccc(F)cc1)C1CC(=O)N(C2CCCCCCC2)C1 (stereo not drawn)	1.9	-1.1	-0.7	3.0	-3.4	11.3	-2.1	-0.9	5.5	1.5
O=C(O)CC/C(=N\Nc1ccc(S(=O)(=O)N2CCOCC2)cc1[N+](=O)[O-])c1cccs1	/	-2.4	-1.7	-4.5	1.7	/	26.2	-1.5	-16.7	2.1

Whole records as entered above. Values in the order: Rtt109 Vps75, CAL PDZ FP-1, C-LANA FP, Keap1 Nrf2 FP, RTF Ca sens inh, SR-BI uptake up, DAGLB inhibitor, CAL PDZ FP-2, PKA-R2B act, RTF Ca sens act
Profile of Cc1cccc(/C=N/NC(=O)c2ccc(NC(=O)c3cccc(Cl)c3)cc2)n1 = -0.2, 2.7, -0.5, 0.4, 4.3, /, -0.5, -0.9, 3.8, -1.2
Profile of Cc1nc(CS(=O)(=O)c2ccccn2)sc1C(=O)NNC(=O)c1c(F)cccc1Cl = 26.8, /, -0.6, 4.6, /, 1.1, /, -0.5, /, /

(continued)
SMILES	Rtt109 Vps75	CAL PDZ FP-1	C-LANA FP	Keap1 Nrf2 FP	RTF Ca sens inh	SR-BI uptake up	DAGLB inhibitor	CAL PDZ FP-2	PKA-R2B act	RTF Ca sens act
CN1CCC(N(C)C(=O)c2ccc(Cl)c(S(=O)(=O)N(C)c3ccc(Cl)cc3)c2)CC1	3.9	-5.3	0.6	-2.6	-14.6	-16.6	1.6	-1.1	-4.5	-0.2
CC(=O)N/N=C/C1=CCC2CC1C2(C)C (stereo not drawn)	3.9	3.0	-0.2	-10.0	7.7	19.0	3.4	-1.1	-12.4	-3.7
COc1ccccc1OCC(=O)Nc1ccc(C(N)=O)cc1	-28.4	0.1	-1.2	-3.1	-6.3	28.4	-0.1	-0.6	-5.1	0.1
CC(C)c1nc(SCC(=O)Nc2nc3c(s2)CCCC3)c2ccccc2n1	-6.0	2.2	0.5	-4.9	0.9	30.5	-12.5	-1.9	-13.4	-16.9
CC(C)NC(=O)C1CCCN(S(=O)(=O)c2cccs2)C1 (stereo not drawn)	-7.3	-5.3	-0.5	-3.9	2.7	18.7	-1.6	-0.9	4.6	-3.4
Cc1cccc(/C=C/c2nc3ccccc3c(=O)n2Cc2ccccc2)c1	7.3	-5.1	1.6	-0.4	11.9	-11.5	-12.9	-3.6	-2.9	1.1
O=S1(=O)C=C(SCc2ccc(F)cc2)Nc2ccccc21	-12.5	/	-3.0	-4.8	-6.3	19.7	1.6	-3.5	1.5	10.5
CC1CN(c2c3c(nc4ncnn24)CCCC3)CC(C)O1 (stereo not drawn)	10.8	-2.7	0.6	-0.9	0.2	16.7	0.7	/	-1.9	-6.7
CC(C)CC(NC(=O)CCl)c1ccccc1 (stereo not drawn)	-0.6	-3.0	0.2	4.3	1.0	39.8	-2.5	-0.2	-1.4	1.5
CC(C)NC(=O)C1CCN(c2ccc(S(=O)(=O)N3CCOCC3)cc2Cl)CC1	-0.7	-4.2	-0.6	0.7	0.5	-18.2	1.7	-4.3	-8.2	-0.9
COc1ccccc1C(=O)Nc1ccnn1C1CCN(Cc2ccc3nonc3c2)CC1	13.0	0.8	0.3	0.4	2.5	0.3	0.2	-1.9	-7.9	-0.3
Clc1ccc(-c2nc(-c3ccncc3)no2)c(Cl)c1	0.7	/	-0.6	-4.0	-1.7	-2.4	-5.7	-1.1	2.8	10.9
c1ccc(CN(Cc2ccco2)C(c2ccncc2)c2nnnn2C2CCCC2)cc1 (stereo not drawn)	5.6	-2.5	4.2	-1.9	-5.5	7.7	3.5	0.8	-5.3	5.8
CCN(C(=O)CSc1nnnn1-c1ccccc1)C1CCS(=O)(=O)C1 (stereo not drawn)	-26.2	3.1	-1.0	-0.8	3.0	11.0	0.4	0.6	-5.4	-3.7
Cc1ccc(C(c2nnnn2Cc2ccccc2)N2CCN(Cc3ccccc3)CC2)cc1 (stereo not drawn)	11.9	/	0.1	1.4	-5.0	-7.0	-6.6	-3.1	0.9	3.0
O=C(Nc1nc(-c2ccco2)c(-c2ccco2)s1)c1c(F)cccc1Cl	-0.7	-8.5	1.7	-1.6	-4.7	-29.3	10.0	-0.2	6.1	5.2
CCNC1(C#N)CCN(Cc2ccccc2)CC1	0.9	-5.0	1.1	-3.6	-1.1	-2.1	-0.2	-0.2	-1.4	3.7
CC(C)Cc1nnc(NC(=O)CCC(=O)NC2CCCCCC2)s1	-7.4	-6.1	-0.2	-5.3	-2.9	5.4	0.7	-3.1	5.9	3.0
Cc1ccc(S(=O)(=O)c2cn(C)c3cc(N4CCN(C)CC4)c(F)cc3c2=O)cc1	4.1	2.7	0.8	-5.2	-5.3	42.3	-1.9	-0.9	2.0	6.4
Cc1c(Cl)cccc1NC(=S)NCc1ccccc1	-1.8	-0.2	-1.9	-0.9	-4.0	16.1	1.6	-1.9	-6.6	2.0
Brc1ccc(/C=N/c2nc3ccccc3n2CCN2CCOCC2)cc1	-0.2	-4.0	-0.7	1.6	-7.0	6.9	1.1	0.4	-0.2	3.9
C=C(C)COc1ccc(-c2ncnc(C(F)(F)F)c2-c2ccccc2)c(O)c1	-6.0	-2.5	-0.4	-5.2	-6.4	-15.5	-15.3	-0.4	2.1	-3.5
COc1cccc(N2CCN(C(=O)CN(C)S(=O)(=O)c3ccc4c(c3)c(=O)n(C)c(=O)n4C)CC2)c1	-11.5	/	-0.8	0.9	2.8	4.1	0.8	-0.3	3.1	3.9
Fc1ccccc1-c1nc(-c2ccncc2)no1	-2.0	-1.5	-1.4	-6.1	-2.4	9.8	-3.0	-1.6	-1.2	0.5
Cc1[nH]c2ccccc2c1/C=N/NC(=O)CNC(=O)COc1ccccc1	4.1	-0.1	-1.0	0.7	0.5	-15.0	2.2	0.8	-6.1	-1.5
O=C(Oc1cccc(C(=S)N2CCCCC2)c1)c1ccccc1	2.1	/	-1.0	6.2	4.9	-3.8	-4.1	0.1	-2.5	-4.5
O=C(COC(=O)c1cc(=O)[nH]c2ccccc12)NCc1cccs1	2.9	-0.9	0.4	-1.3	6.4	14.7	-0.2	-0.3	-10.3	-0.8
COC(=O)c1ccccc1NC(=O)Oc1ccc(C(C)C)cc1	-2.3	-3.0	-1.3	2.5	-5.3	-7.1	-2.0	-1.2	6.8	-0.4
O=C(Nc1cccc(C(F)(F)F)c1)c1c(O)c2ccccc2[nH]c1=O	1.6	-7.6	4.8	4.5	-3.9	6.5	0.7	0.6	0.1	-2.0
COC(=O)c1ccccc1NC(=O)COc1ccccc1[N+](=O)[O-]	-5.2	2.1	-2.8	-2.1	2.5	-33.8	-4.4	/	-2.8	-1.3
